HTT cytoprotect = Huntington cell model cytoprotection by ATP luminescence; PC12 HTT-Q103 induced, cytoprotection, ATP luminescence, 40 h; Potency, µM (top dose mostly 56.4 µM), for inactives: cytoprotection (ATP increase), most hits filed as activators; actives 0.14% (n = 230,000); AID 1471;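 also: % of control where 0% means no effect; nearly all actives have a fitted effect of over 45% in size; toxic huntingtin expression switched on by the ecdysone agonist tebufenozide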
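Readout: ATPlite luminescence (ATP level). Model: stable PC12, inducible Htt exon1 Q103-GFP. Inducer: tebufenozide, 100 nM final. Compounds: dose series. No G418 in medium.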
L3MBTL1 block = inhibitors of human L3MBTL1. Q9Y468. AlphaScreen L3MBTL1–H3K9me1 peptide binding. Potency, µM (highest dose often 57.1 µM), inactives show at the top dose activity, negative = inhibition, hits mostly inhibitors. actives 0.66% (n = 230,000). AID 485360; also: % is scaled to controls: 0 for no effect and ±100 for the full control effect; nearly all actives have a fitted effect of over 60% in size
Target sequence (Q9Y468 whole entry, looked up): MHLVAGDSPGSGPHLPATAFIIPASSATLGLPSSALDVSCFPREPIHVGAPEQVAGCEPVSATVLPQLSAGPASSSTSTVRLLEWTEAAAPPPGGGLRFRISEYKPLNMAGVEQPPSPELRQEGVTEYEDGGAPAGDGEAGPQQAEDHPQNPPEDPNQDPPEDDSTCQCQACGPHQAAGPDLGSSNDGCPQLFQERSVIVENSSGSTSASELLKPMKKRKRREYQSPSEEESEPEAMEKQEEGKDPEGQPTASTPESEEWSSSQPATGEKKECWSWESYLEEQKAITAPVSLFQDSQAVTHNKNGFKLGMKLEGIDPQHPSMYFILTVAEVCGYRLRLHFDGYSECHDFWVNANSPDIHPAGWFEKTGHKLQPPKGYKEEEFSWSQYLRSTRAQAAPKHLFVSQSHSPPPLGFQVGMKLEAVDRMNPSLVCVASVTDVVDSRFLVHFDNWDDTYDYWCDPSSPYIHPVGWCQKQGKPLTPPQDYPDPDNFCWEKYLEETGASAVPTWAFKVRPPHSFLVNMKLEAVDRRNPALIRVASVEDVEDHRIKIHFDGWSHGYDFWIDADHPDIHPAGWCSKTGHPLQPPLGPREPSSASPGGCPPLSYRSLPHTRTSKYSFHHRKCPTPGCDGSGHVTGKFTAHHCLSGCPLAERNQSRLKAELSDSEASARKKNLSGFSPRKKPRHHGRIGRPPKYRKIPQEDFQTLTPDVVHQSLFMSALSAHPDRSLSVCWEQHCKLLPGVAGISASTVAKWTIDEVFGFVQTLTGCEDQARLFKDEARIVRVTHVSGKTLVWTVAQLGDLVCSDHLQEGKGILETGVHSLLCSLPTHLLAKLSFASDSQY
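AlphaScreen proximity signal between nickel-chelate acceptor and streptavidin donor beads (final 10 ug/mL) reports binding of 50 nM L3MBTL1 to 75 nM biotin-H3 K9me1 peptide; complex incubated with compounds 30 min at room temperature; cefsulodin titration as control.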
Tau ThT inhib = blocks human tau fibril formation measured by thioflavin T. AID 1460. actives 2.1% (n = 270,000). Potency, µM (series often up to 57.4 µM), for the others: top-dose activity, negative = inhibition, usual class: inhibitors. P10636. recombinant tau K18 P301L, heparin-induced fibrillization, ThT fluorescence; also: % is scaled to controls: 0 for no effect and ±100 for the full control effect; nearly all actives have a fitted effect of over 55% in size
Target sequence (P10636 561-689 P618L limits assumed): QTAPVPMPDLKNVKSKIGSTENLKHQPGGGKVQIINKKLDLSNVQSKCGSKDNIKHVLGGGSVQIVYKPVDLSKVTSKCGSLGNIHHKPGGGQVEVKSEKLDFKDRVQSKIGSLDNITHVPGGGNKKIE
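Using a mix of unlabeled (15 uM) and Alexa 594-labeled (0.24 uM) tau K18 P301L, heparin-triggered fibrillization over 6 hr at 37 C was scored by ThT fluorescence.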
Tau fluor counter = counter-screen for tau fibril formation inhibitors | tau K18 P301L (four-repeat tau fragment) Alexa594 fluorescence, heparin fibrillization | Potency, µM (doses to about 57.7 µM), for the others: at the highest dose activity change, negative = decrease | actives 0.93% (n = 280,000); also: % is scaled to controls: 0 for no effect and ±100 for the full control effect; nearly all actives have a fitted effect of over 55% in size
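Human K18 P301L tau (15 uM unlabeled plus 0.24 uM Alexa 594-labeled, final) in 100 mM sodium acetate pH 7 was mixed with compound and 20 uM heparin and incubated 6 hr at 37 C.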
Tau fibril FP = blocks human tau fibril formation measured by polarization | Potency, µM (doses to about 57.7 µM), inactives show at the highest dose activity, negative = inhibition, hits mostly inhibitors | K18 P301L tau heparin fibrillization, Alexa594 FP, 6 h | actives 0.39% (n = 280,000) | P10636; also: % is scaled to controls: 0 for no effect and ±100 for the full control effect; nearly all actives have a fitted effect of over 55% in size
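Human K18 P301L fragment (15 uM unlabeled plus 0.24 uM Alexa 594-labeled) in 100 mM sodium acetate pH 7 with compound, aggregation induced by 20 uM heparin for 6 hr at 37 C. ThT (30 uM) added for 1 hr, then Alexa 594 FP read.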
TRb-SRC2 inh = TRbeta-SRC2 interaction inhibition; actives 0.065% (n = 280,000); Potency, µM (series often up to 106 µM), inactives show at the highest dose activity change, negative = inhibition, usual class: inhibitors; AID 1469; P10828; TRbeta-SRC2 peptide binding, fluorescence polarization; receptor liganded with 1 µM T3;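 also: plate controls were bound peptide for no effect and peptide without receptor for full effect; nearly all actives have a fitted effect of over 50% in size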
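Each compound concentration gave % activity, normalized to unbound and bound Texas Red SRC2 controls, from polarization read after 5 hr ambient incubation with T3-loaded human TRb LBD.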
TexasRed fluor = Texas Red fluorescence interference in TRb-SRC2 counter-screen; TRb/SRC2 Texas Red total fluorescence interference; Potency, µM (doses to about 106 µM), without a hit: at the top dose fluorescence change, negative = quenching; actives 0.29% (n = 280,000); AID 1479; active = well fitted curve in either direction with a large enough effect; inconclusive = small, poorly fitted or top-dose-only effect; also: % is scaled to controls: 0 for no effect and ±100 for the full control effect
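Flags fluorescent or light-absorbing compounds by total fluorescence, S + 2P, at 555 nm excitation and 632 nm emission. Mixture: 20 nM Texas Red SRC2 peptide, 0.6 uM human TRb LBD, 1 uM T3, 5% DMSO; compound exposure 5 h at ambient temperature.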
RECQ1 helicase = blocks DNA unwinding by human RECQ1; P46063; Potency, µM (top dose mostly 57.3 µM), without a hit: at the top dose activity, negative = inhibition, most hits filed as inhibitors; actives 0.54% (n = 240,000); RECQ1 DNA unwinding, red fluorescence kinetic read;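 also: plate controls were vehicle for no effect and no enzyme for full effect; nearly all actives have a fitted effect of over 30% in size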
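RECQ1T1 50 nM; forked duplex (20 bp + 30-nt ss tails) 200 nM, ATP 2 mM final; pH 8.0, 2 mM MgCl2, 2.5 ug/ml poly(dI-dC); 15 min compound preincubation; discontinuous kinetic read over 2 h at RT.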
Numbers without * were called inactive; i = inactive; ? = inconclusive; nt = not tested or not shown; & = joins results of further samples; [ ] = dose if it differs, or a comment. Unless noted, calls follow the shape of the dose curve; as a rule, active = well fitted curve in the direction sought with a large enough effect; inconclusive = small, poorly fitted or top-dose-only effect, or another doubt; inactive = no such curve, though single readings can be large; an effect the other way counts as inactive or inconclusive. Potency is read from the fitted curve at half-maximal effect. Only part of the results is shown; rates above refer to the full screens.

SMILES	HTT cytoprotect	L3MBTL1 block	Tau ThT inhib	Tau fluor counter	Tau fibril FP	TRb-SRC2 inh	TexasRed fluor	RECQ1 helicase
CCOC(=O)C1CCN(C(=O)c2ccc(NC(=O)C3CCCO3)cc2)CC1 (configuration not stated)	-6.7%[10 µM]	11.4%	2.4%	5.7%	0.1%	0.5%	-3.5%	i
CCOCc1cnc(C)nc1NCC(=O)c1c(C)[nH]c2ccc(OC)cc12	-18.3%	nt	2.4%	-7.7%	-0.8%	5.3%	0.7%	-1.0%
COC(=O)c1c(NC(=O)Nc2ccc(Cl)cc2)sc(C)c1C	-10.2%	nt	-17.2%&-16.0%	?	-16.2%&-9.1%	-0.7%&-3.4%	0.7%&-2.0%	-4.5%
CCC(Sc1n[nH]c(=O)[nH]c1=O)C(=O)OCc1ccccc1 (configuration not stated)	1.7%	nt	-5.5%	-7.0%	-2.7%	-15.5%	1.6%	13.7%
CCCCOc1ccccc1Cn1c(=O)oc2ccc(C)cc21	-4.2%	58.1%[activator]	-11.7%	-8.0%	-4.2%	-3.6%	-3.8%	-7.4%
COc1cc(OC)c(C(=O)NCC2CCCO2)cc1OC (configuration not stated)	-11.7%	nt	-4.3%	-5.3%	-1.7%	4.3%	-5.2%	-14.3%
O=C(CCc1nnc(-c2ccccc2)o1)NCc1c(F)cccc1F	-3.0%[10 µM]	-0.4%	0.1%	-2.0%	-7.7%	7.0%	-3.1%	-7.0%
CCOC(=O)C(=O)N(Nc1ccccc1C)c1ccccc1C	3.6%[10 µM]	-21.4%	-5.8%	-22.5%	-2.8%[2.34 µM]	3.0%	2.0%	21.5%
COC(=O)c1sccc1NC(=O)Cc1ccc(Br)cc1	7.5%[10 µM]	162.0%[activator]	9.1%	6.3%	0.7%	-5.1%	-7.5%	-3.6%
O=c1onc(-c2ccc(Cl)cc2)n1Cc1ccc(F)cc1	-15.2%[10 µM]	7.8%	-0.9%	-11.8%	0.8%	-2.6%	0.9%	-0.7%
CCCc1nnc(NC(=O)Cn2c(=O)oc3ccccc32)s1	7.7%[10 µM]	-9.7%	6.1%	12.7%	5.7%	-5.0%	-0.9%	2.5%
CCOc1ccc2nc(NCCNC(=O)CC)c(C#N)cc2c1	-1.4%[10 µM]	7.5%	2.7%	-5.6%	-5.8%	-3.1%	-2.5%	-1.2%
COc1ccc(NC(=O)CC2C(=O)N(c3ccc(OC)cc3)C(=O)N2C(C)C)cc1 (configuration not stated)	6.9%	nt	-14.3%	-19.7%	?	0.5%	2.8%	i
Cc1ccc(O)c(-c2cc(C(F)(F)C(F)F)[nH]n2)c1	-5.5%	0.6%	2.0%	?	4.0%	-4.0%	0.8%	i
CCCCN(CCCC)S(=O)(=O)c1ccc(C(=O)Nc2nnc(COC)o2)cc1	-80.6%[inhibitor]	20.6%	-5.5%	-6.1%	0.9%	-0.4%	0.1%	-1.2%
COc1ccc2oc(C)c(C(=O)c3ccc([N+](=O)[O-])cc3)c2c1	20.0%[10 µM]	?	-15.9%	-27.3%	12.6%	3.2%	-1.1%	-3.2%
CC1CN(c2ccccc2)C(=O)CS1 (configuration not stated)	3.7%	-0.9%	?	?	8.1%	-10.3%	1.3%	-12.4%
COC(=O)[C@@H]1C2CC3c4[nH]c5cc(OC)ccc5c4CCN3CC2C[C@H](OC(=O)c2cc(OC)c(OC)c(OC)c2)C1OC (some centres not stated)	-38.4%	nt	?	?	11.6%	4.9%	7.8%	-13.7%
CC1=C(C(=O)Nc2ccccc2C)C(c2ccncc2)n2nc(SCc3ccccc3)nc2N1 (configuration not stated)	nt	nt	-11.9%	-13.8%	-2.3%	-3.3%	-0.5%	nt
Cc1ccn2c(NC(=O)c3ccccc3)c(-c3cccs3)nc2c1	-25.3%	-1.0%	-0.7%	-2.4%	3.1%	7.7%	-2.4%	-1.6%

The final two entries of the part above open the next one:
SMILES	HTT cytoprotect	L3MBTL1 block	Tau ThT inhib	Tau fluor counter	Tau fibril FP	TRb-SRC2 inh	TexasRed fluor	RECQ1 helicase
CC1=C(C(=O)Nc2ccccc2C)C(c2ccncc2)n2nc(SCc3ccccc3)nc2N1 (configuration not stated)	nt	nt	-11.9%	-13.8%	-2.3%	-3.3%	-0.5%	nt
Cc1ccn2c(NC(=O)c3ccccc3)c(-c3cccs3)nc2c1	-25.3%	-1.0%	-0.7%	-2.4%	3.1%	7.7%	-2.4%	-1.6%
CC(C)CC(C)NNC(=O)c1cc2ccccc2[nH]1 (configuration not stated)	0.0%	4.8%	0.6%	-1.1%	8.5%	-0.7%	0.7%	0.7%
c1ccc2c(c1)NC1(CCCC1)n1c-2nc2ccccc21	20.7%[10 µM]	1.4%	?	-26.3%	1.6%	-6.0%	-0.6%	-16.0%
COc1cccc(/C=N/NC(=O)c2ccc(=O)n(C)c2)c1O	-84.0%[inhibitor][10 µM]	-6.4%	-13.5%	-2.7%	-8.4%	-0.7%	-0.2%	-3.2%
COc1ccc(C(=O)NC2CCN(C(=O)Nc3ccccc3Cl)CC2)cc1	0.9%	3.8%	-5.1%	-0.5%	-0.6%	3.3%	0.2%	2.9%
Cc1ccc(-c2nc(CS(=O)CC(=O)N3CCN(c4ccc(Cl)cc4)CC3)c(C)o2)cc1 (configuration not stated)	nt	nt	?	-8.6%	1.0%	-4.7%	-0.1%	nt
C1CCN(c2nc3nonc3nc2NCC2CCOCC2)CC1	28.0%	7.7%	-7.9%	-1.8%	-3.2%	3.9%	-0.3%	-6.1%
CC1CCN(C(=O)CSc2nnc(CNC(=O)c3ccco3)o2)CC1	-2.8%[10 µM]	nt	1.1%	-0.3%	5.9%	2.8%	-0.1%	-9.3%
Cc1ccccc1NC(=O)Cn1c(=O)n(CCC(=O)N2CCc3ccccc3C2)c(=O)c2ccccc21	nt	nt	7.6%	-8.4%	3.5%	0.9%	-16.0%	nt
CCCC(C)C(=O)Nc1ccc(S(N)(=O)=O)cc1 (configuration not stated)	-25.2%	6.6%	0.0%	1.2%	1.3%	-13.2%	-3.3%	i
COC(=O)NC(c1ccco1)[C@]1(C(C)=O)CCCC1=O (some centres not stated)	5.3%[10 µM]	nt	-10.7%[11.5 µM]	-11.5%[11.6 µM]	-1.3%[11.6 µM]	0.0%[11.2 µM]	-0.3%[11.2 µM]	i[11.5 µM]
CCOC(=O)N1CCc2c(sc3c2c(=O)n(-c2ccc(CC)cc2)c(=O)n3Cc2ccc(F)cc2Cl)C1	nt	nt	-6.3%	-2.8%	0.7%	-2.9%	-2.0%	nt
COc1ccc(N2C(=O)CSC23C(=O)N(CC(=O)NCc2ccccc2)c2ccccc23)cc1 (configuration not stated)	nt	nt	0.1%	-9.2%	-1.4%	-2.0%	4.8%	nt
Clc1ccc(C2=Nn3c(nnc3-c3cc(-c4ccccc4)n[nH]3)SC2)cc1	16.3%[10 µM]	-2.6%	-7.1%	-19.1%	-13.5%	2.7%	-4.9%	-16.6%
COC(=O)c1cn(NC(=O)/C=C/c2cccc(OC)c2OC)c(=O)c2ccccc12	nt	?	?	-13.7%	0.1%	-7.9%	-1.7%	-9.5%
COc1cc2c(cc1NC(=O)c1cc(-c3ccccn3)nc3ccccc13)oc1ccccc12	2.5%[10 µM]	8.9%	-0.9%	-1.6%	2.9%	5.7%	1.2%	-0.4%
N#Cc1ccc(OCc2nnc(SCC(=O)c3ccccc3)n2-c2ccccc2)cc1	15.8%[10 µM]	-11.8%	-8.9%	-3.3%	-8.0%	0.3%	-1.1%	-0.5%
c1ccc(N2CCN(c3c4c(nc5ncnn35)CCC4)CC2)cc1	-11.9%	1.4%	?	2.8%	12.7%	2.1%	-5.7%	-5.4%
CCc1ccc(NC(=O)CSc2nc(=O)n(Cc3ccccn3)c3c2CCC3)cc1	nt	nt	-10.6%	-8.2%	-7.0%	-5.2%	-0.9%	nt
Cc1nc2ccc(NC(=S)N3CCOCC3)cc2nc1C	-28.7%	3.9%[11.4 µM]	-2.4%	10.7%	-3.2%	1.7%	-2.0%	18.5%
N=c1n(CCO)c2ccccc2n1CCOc1ccc(Cl)cc1Cl	-17.1%	5.7%	?	-7.5%	10.8%	1.1%	1.8%	-6.2%
C=C1SC(=Nc2ccccc2Cl)N(C(=O)c2sc3ccccc3c2Cl)C1(C)C	6.5%[10 µM]	4.7%	-10.4%	-13.0%	-4.5%	8.8%	-2.1%	-4.4%
O=C(NNc1ncnc2c1cnn2-c1ccc(F)cc1)c1cccs1	-46.4%[inhibitor]	4.2%	-9.6%	-1.3%	3.0%	5.3%	-1.6%	-0.6%

Compounds listed so far that contain a furan ring, fused or not:
SMILES	HTT cytoprotect	L3MBTL1 block	Tau ThT inhib	Tau fluor counter	Tau fibril FP	TRb-SRC2 inh	TexasRed fluor	RECQ1 helicase
COc1ccc2oc(C)c(C(=O)c3ccc([N+](=O)[O-])cc3)c2c1	20.0%[10 µM]	?	-15.9%	-27.3%	12.6%	3.2%	-1.1%	-3.2%
CC1CCN(C(=O)CSc2nnc(CNC(=O)c3ccco3)o2)CC1	-2.8%[10 µM]	nt	1.1%	-0.3%	5.9%	2.8%	-0.1%	-9.3%
COC(=O)NC(c1ccco1)[C@]1(C(C)=O)CCCC1=O (some centres not stated)	5.3%[10 µM]	nt	-10.7%[11.5 µM]	-11.5%[11.6 µM]	-1.3%[11.6 µM]	0.0%[11.2 µM]	-0.3%[11.2 µM]	i[11.5 µM]
COc1cc2c(cc1NC(=O)c1cc(-c3ccccn3)nc3ccccc13)oc1ccccc12	2.5%[10 µM]	8.9%	-0.9%	-1.6%	2.9%	5.7%	1.2%	-0.4%
